# Assay outcomes deposited in PubChem by several laboratories.
# NR2E3 ag-1 = agonists of human NR2E3 nuclear receptor; Q9Y5X4; CHO-S Gal4-NCOR/VP16-NR2E3 two-hybrid, luciferase; inhibition of corepressor binding, % at 3.98 µM; 0.35% of 360,000 active; AID 602229;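 active = inhibition above the mean of all tested compounds plus 3 SD, cut at about 70% in these data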;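 note: 0% = DMSO with NR2E3 transfected cells and 100% = cells lacking NR2E3 construct; higher means lower luciferase signal from less NR2E3 corepressor binding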
# Target sequence (Q9Y5X4 whole entry, looked up, the tested form may be a part): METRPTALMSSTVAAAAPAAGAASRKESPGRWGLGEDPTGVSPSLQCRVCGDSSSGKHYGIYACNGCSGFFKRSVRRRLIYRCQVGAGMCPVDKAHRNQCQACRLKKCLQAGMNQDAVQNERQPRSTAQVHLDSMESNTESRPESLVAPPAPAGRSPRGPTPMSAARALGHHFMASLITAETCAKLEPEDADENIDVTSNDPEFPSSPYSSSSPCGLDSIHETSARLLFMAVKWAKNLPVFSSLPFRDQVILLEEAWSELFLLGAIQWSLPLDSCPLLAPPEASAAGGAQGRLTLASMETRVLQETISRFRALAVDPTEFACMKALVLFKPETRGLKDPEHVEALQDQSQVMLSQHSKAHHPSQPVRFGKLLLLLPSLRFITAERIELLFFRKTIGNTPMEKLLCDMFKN
# Shn3 inh set2 = inhibitors of Schnurri-3 3'UTR reporter in osteoblasts. inhibition, % at 12.5 µM. Clone20 osteoblast Shn3 3'UTR firefly luciferase, 24 h. 0.52% of 360,000 active. AID 588674;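 active = mean inhibition of at least 75% with every replicate also reaching 75%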;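 note: 0% = median of neutral control wells and 100% = pilot-screen positive control compound; some compounds past the cut are filed as inactive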
# iPSC survival up = hiPSC single-cell survival enhancement; ATPlite luminescence; 100% = ROCK inhibitor wells, 0% = DMSO; survival enhancement, % at 20 µM; 0.044% of 360,000 active; in the data active = survival enhancement above about 18%;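 note: cells exposed to compounds for 16 hours before the ATP read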
# m5-HT2A agonist = activates the mouse 5-HT2A serotonin receptor. P35363. CHO-K1 mHTR2A beta-arrestin complementation, luminescence; percent of 30 µM serotonin response. activation, % at 7.6 µM. 0.66% of 360,000 active. AID 624169;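 active = activation above a run cutoff, the mean activation of all tested compounds plus 3 SD, cut at about 14% in these data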;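 note: 0% = plate median of compound wells and 100% = 30 µM serotonin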
# Peg3 prom inh = reduces Peg3 promoter-driven luciferase expression in HeLa. HeLa PEG-Prom luciferase reporter, luminescence, overnight. inhibition, % at 20 µM. 1.7% of 360,000 active. AID 588405;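 active = inhibition of at least 50% at 20 µM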
# PDI inh = inhibitors of human protein disulfide isomerase. P07237. PDI insulin aggregation turbidity, A650, 90 min. inhibition, % at 10 µM. 0.052% of 350,000 active;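 active = mean inhibition across replicates of 30% or more, whatever share of single replicates reach that level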;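 note: absorbance from insulin aggregation driven by PDI reduction with DTT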
# Target sequence (P07237 whole entry, looked up): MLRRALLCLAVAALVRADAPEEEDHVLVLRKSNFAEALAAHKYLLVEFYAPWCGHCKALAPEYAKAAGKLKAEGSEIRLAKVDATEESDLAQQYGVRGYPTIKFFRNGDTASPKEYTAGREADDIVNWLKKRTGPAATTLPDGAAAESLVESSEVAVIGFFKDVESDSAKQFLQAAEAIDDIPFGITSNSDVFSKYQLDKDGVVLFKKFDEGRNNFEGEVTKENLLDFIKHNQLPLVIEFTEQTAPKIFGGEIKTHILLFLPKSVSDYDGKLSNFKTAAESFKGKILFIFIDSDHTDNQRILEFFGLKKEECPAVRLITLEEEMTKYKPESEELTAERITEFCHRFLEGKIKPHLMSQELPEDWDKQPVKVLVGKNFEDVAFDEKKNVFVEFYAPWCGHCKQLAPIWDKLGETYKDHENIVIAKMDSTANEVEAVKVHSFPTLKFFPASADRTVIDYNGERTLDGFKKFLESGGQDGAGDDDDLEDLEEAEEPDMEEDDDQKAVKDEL
# MITF TRPM1 inh = inhibitors of MITF-driven TRPM1 promoter in melanoma cells; 0.83% of 330,000 active; AID 488899; inhibition, % at 12.5 µM; SK-MEL-5 TRPM1 promoter luciferase, 24 h;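 active = mean inhibition across replicates of 60% or more, whatever share of single replicates reaches that level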; note: values of inactives mirror those of a sister screen read the other way
# HIF-2a block = inhibitors of HIF-2a; 786-0 RCC cells HIF-2a reporter, luciferase luminescence, overnight; inhibition, % at 18.8 µM; 0.72% of 360,000 active;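 active = inhibition of the luminescence signal of 40% or more relative to plate controls, in a single-dose primary screen at 18.75 µM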
# NR2E3 ag-2 = NR2E3 (human) agonism. 0.12% of 320,000 active. GST-NR2E3/biotin-RetCOR TR-FRET, 1536-well. inhibition of corepressor binding, % at 4.78 µM. AID 2300;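 active = percent inhibition above the cutoff of mean plus 3 SD of all tested compounds, set per screening campaign, cut at about 20% in these data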;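 note: 0% = DMSO wells and 100% = biotin wells as full block of FRET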
#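 Test system: GST-NR2E3 and biotin-RetCOR proteins | Quantity: 1.35 nM GST-tagged NR2E3 final | Medium: Tris pH 7.5 | Also added: 7 nM biotin-RetCOR | Dosing: Compound at 4.8 µM, single dose | Timing: 5 h at 4 °C | Detection: Time-resolved FRET | Read-out basis: Percent inhibition | Benchmarks: Biotin wells as high control, 0.6% DMSO wells as low control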
# Cardio protect = modulators protecting cardiomyocytes from myocardial damage. protection from H2O2 cell death, % at 20 µM. AID 588492. 0.63% of 360,000 active. H9c2 cardiomyocytes, H2O2 injury protection, ATPLite, 2 h;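 active = compounds giving at least 50% protection of heart cells from peroxide-induced death in the single-dose screen, raw or plate-pattern-corrected value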;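 note: 0% = DMSO wells with peroxide and 100% = DMSO wells without peroxide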
# CaV13 FRET inh = Disruptors of the CACNA1D IQ motif to Ca2+-dependent inactivation inhibitor domain association, primary screening, Förster resonance energy transfer in intact living … | HEK cells, CFP/YFP FRET ICDI-IQ, plate reader, 10 min; percent FRET-ratio fall versus neutral wells | inhibition, % at 12.3 µM | 0.098% of 340,000 active | AID 743397;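 active = mean replicate inhibition of at least 30% and at least 1% of replicates passing that level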;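 note: 0% = median of the neutral control wells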
# An asterisk follows results filed as active; . = no result given.
SMILES,NR2E3 ag-1,Shn3 inh set2,iPSC survival up,m5-HT2A agonist,Peg3 prom inh,PDI inh,MITF TRPM1 inh,HIF-2a block,NR2E3 ag-2,Cardio protect,CaV13 FRET inh
N=c1n(CC(=O)c2ccc([N+](=O)[O-])cc2)c2ccccc2n1Cc1ccc(Cl)cc1,-19,3,-1.7,1,109*,5,92*,10,-1,-28,-8
O=C(NC1CC1)C1=C[C@@H](c2coc3ccccc3c2=O)C[C@@H](OCCCCO)O1,10,-6,-3.0,3,-19,2,25,-30,5,2,-4
O=C(O)c1ccccc1C(=O)Nc1ccc(-n2nccc2C(F)(F)F)cc1,-22,-3,1.2,6,-1,-4,-8,1,0,-4,-5
Cc1cc(C2=NNC(=NC3CC3)SC2)c(C)n1-c1ccccc1,80*,94*,-5.9,3,103*,-1,100*,91*,.,-16,-12
COc1ccc(/C=N/N2CCN(C)CC2)cc1O,-34,0,-0.4,1,11,8,6,15,-3,-8,.
Nc1c2nc(-c3ccccc3Cl)[nH]c(=O)c2nc(=O)n1-c1ccccc1,-12,4,-0.8,4,-44,-10,-8,-47,-2,-4,-14
COc1ccc(C(=O)N/N=C/c2ccc(OC)c(CSc3ccccn3)c2)cc1,-25,-16,2.1,-5,6,17,-6,1,1,20,-8
COc1ccc(NC(=O)N(C)C[C@H]2Oc3c(NS(=O)(=O)c4cn(C)cn4)cccc3C(=O)N([C@H](C)CO)C[C@@H]2C)cc1,-23,-8,2.8,-5,-2,4,-2,0,.,-4,-8
O=C(Nc1cccc(F)c1)C1CC(=O)N(c2ccc(Cl)cc2)C1 (stereo unspecified),-14,15,4.4,-4,-4,-8,5,18,4,-1,-3
COc1ccc(C(=O)CSc2nnc(CNC(=O)c3ccc(OC)cc3)n2C)cc1,-17,-36,0.4,14,-10,-2,11,-11,-1,-2,-7
COc1ccc(Nc2ncnc3sccc23)cc1OC,-15,-1,-0.8,4,-33,1,-50,-53,0,-3,-19
COc1cc(/C=N/NC(=O)C(=O)Nc2ccccn2)ccc1O,1,-8,2.5,-4,2,-9,-10,-24,1,28,-5
CCN(CC)CC(=O)Nn1c(C)nc2c(ncn2-c2ccccc2)c1=O,-26,-9,-0.4,0,8,13,-11,10,-2,10,-4
COc1ccc(N2CC(C(=O)Nc3nnc(SCC(=O)NC4CCCC4)s3)CC2=O)cc1 (stereo unspecified),-14,5,0.2,3,23,0,-7,14,3,-3,-6
Cc1nc2c(cc1C#N)C(=O)c1ccccc1-2,-18,-5,2.9,4,-9,13,11,-14,4,6,-2
COc1cc(-c2nnc3sc(-c4cccs4)nn23)cc(OC)c1OC,-1,2,-0.7,11,18,2,-17,-11,-3,32,-5
CN1CCN(c2nc3c(c(=O)n(C)c(=O)n3C)n2CCSc2nc3ccccc3s2)CC1,-23,-5,0.8,9,3,.,.,7,-2,38,.
O=C(Nc1ccccc1F)c1coc(=O)c(Br)c1,-4,-24,1.3,3,-10,-1,-23,-58,4,7,0
O=C(NC(NC(=O)c1ccccc1)c1ccccc1)c1ccccc1,25,-18,-1.8,4,16,-6,7,9,2,-3,-8
CCn1c(Oc2ccc(F)cc2)nc2c1c(=O)n(C)c(=O)n2C,-24,7,0.0,-4,3,1,-19,24,1,-8,3
O=C(CN(Cc1cccs1)S(=O)(=O)c1ccc(S(=O)(=O)NC2CCCCC2)cc1)Nc1ccccc1,-32,49,1.4,-5,47,-5,0,16,1,-5,-5
C=CCSc1nnc(NC(=O)C23CC4CC(CC(NC(C)=O)(C4)C2)C3)s1,-10,-3,1.1,-3,-12,3,-14,-38,1,8,-2
CCOc1cc(N2CCOCC2)c(OCC)cc1NC(=O)CSc1nnc(N)s1,6,36,6.3,3,-4,1,1,15,.,-2,-6
COc1ccc(C(=O)Nc2ccc(C)c(S(=O)(=O)N3CCOCC3)c2)cc1S(=O)(=O)N1CCCC1,-41,15,0.0,3,23,1,-12,-7,.,5,-4
CC(=O)NC1(NC(C)=O)CCN(C)C(c2ccccc2)C1C (stereo unspecified),-22,0,9.9,2,16,4,2,18,1,-5,.
O=C(NCc1ccccc1)C(Cc1ccccc1)NS(=O)(=O)c1cccc2nsnc12 (stereo unspecified),-21,-41,0.4,-2,8,-2,6,-5,5,3,-5
COc1cc(/C=N/NS(=O)(=O)c2ccccc2)ccc1OS(=O)(=O)c1ccc(C)cc1,-3,-11,-0.2,-5,17,4,-9,1,0,3,-3
COc1ccc(C2CC(c3ccc([N+](=O)[O-])cc3)=NN2C(C)=O)cc1 (stereo unspecified),-17,-6,1.4,4,-54,-27,-12,-54,-5,-13,-3
CCOC(=O)c1oc2ccccc2c1COC(=O)CNC(=O)c1cccc(C)c1,-23,-7,0.1,3,-6,2,-12,2,-3,-5,-11
CCN(CC)S(=O)(=O)c1ccc2c(c1)c(=O)c(C(=O)N1CCc3ccccc3C1)cn2C,-15,-22,2.3,-3,27,9,-13,16,-1,2,-6
Cc1cc(NC(=O)c2cccc(S(=O)(=O)N3CCCCCC3)c2)no1,-6,0,1.6,0,15,-6,4,7,0,2,-5
CC(=O)c1c(C)[nH]c(C(=O)N2CCc3ccccc3C2)c1C,28,4,-1.3,-2,-5,-7,3,5,-3,-4,-5
O=C(Nc1ccc2c(c1)oc1ccccc12)c1ccc2c(c1)OCO2,-92,-23,-1.3,-6,-187,-2,-44,-237,-9,-9,-4
COc1cccc(CN2CCNC(=O)C2CC(=O)NCCN2CCOCC2)c1OC (stereo unspecified),-15,17,-0.2,1,13,-3,2,-1,0,-3,.
CN(CC(=O)Nc1ccc(N2CCOCC2)cc1)C(=O)CCc1cc(C(C)(C)C)c(O)c(C(C)(C)C)c1,7,26,-0.6,1,2,-3,-11,-6,0,-3,-6
COc1cc(/C=N/NC(=O)C(=O)NCC2CCCO2)ccc1OCC(=O)N1CCOCC1 (stereo unspecified),-33,-15,0.1,1,8,0,3,10,-4,12,-5
OC(c1ccccc1)c1ncc(-c2ccccc2Cl)[nH]1 (stereo unspecified),-99,-165,1.1,4,-222,7,.,-206,.,-9,-7
COc1ccc(N(CC(=O)NCc2ccc3c(c2)OCO3)C(=O)c2csnn2)cc1,-30,-7,0.2,0,-51,-14,-3,-77,4,-2,-4
CCSc1ccccc1C(=O)NCc1ccco1,-10,0,-2.1,5,5,-3,7,16,3,-4,-6
Cc1c(Cl)c(C(=O)N2CCCc3ccccc32)nn1C,6,-9,-0.9,0,-3,-6,11,-22,-2,-9,-4
Cc1cc(OC(C)C(=O)N2CCN(c3ccc(F)cc3)CC2)c2c(C)c(C)c(=O)oc2c1 (stereo unspecified),-10,44,-0.5,0,36,0,6,-3,-3,0,-2
CCn1c(=S)[nH]c2c(=O)n(C)c(=O)n(C)c21,-9,-39,2.0,17*,18,-1,10,8,.,0,-12
CCOc1ccccc1NC(=O)NCc1cccnc1,-14,7,1.3,-2,7,2,9,8,2,7,-4
Cc1ccc(CNC(=O)Nc2ccc(F)cc2)n1C,4,8,0.0,4,-19,0,6,-8,.,8,-4
O=C(CCl)Nc1cccc(S(=O)(=O)NC2=NCCCCC2)c1,-25,-14,0.3,3,51*,4,76*,35,.,-8,-12
N#CC(c1ccc(Cl)nn1)c1ccc(Cl)cc1Cl (stereo unspecified),0,11,-0.3,-2,-7,9,0,4,-3,13,.
CCC1CCCCN1C(=S)NC(=O)c1cccs1 (stereo unspecified),-16,-1,-0.1,-1,7,-4,5,3,.,8,-6
COc1ccc(N/C=C/C(=O)c2ccc3c(c2)OCO3)cc1OC,-25,-55,-1.1,0,-222,-6,-68,-208,0,-6,-6
COCCNc1nc2c(c(=O)n(Cc3cccc(Cl)c3)c(=O)n2C)n1C,-26,0,-0.2,1,12,5,-2,16,-2,11,-2

# An excerpt of the results above, for reference:
SMILES,NR2E3 ag-1,Shn3 inh set2,iPSC survival up,m5-HT2A agonist,Peg3 prom inh,PDI inh,MITF TRPM1 inh,HIF-2a block,NR2E3 ag-2,Cardio protect,CaV13 FRET inh
O=C(Nc1ccc2c(c1)oc1ccccc12)c1ccc2c(c1)OCO2,-92,-23,-1.3,-6,-187,-2,-44,-237,-9,-9,-4
COc1cccc(CN2CCNC(=O)C2CC(=O)NCCN2CCOCC2)c1OC (stereo unspecified),-15,17,-0.2,1,13,-3,2,-1,0,-3,.
CN(CC(=O)Nc1ccc(N2CCOCC2)cc1)C(=O)CCc1cc(C(C)(C)C)c(O)c(C(C)(C)C)c1,7,26,-0.6,1,2,-3,-11,-6,0,-3,-6
COc1cc(/C=N/NC(=O)C(=O)NCC2CCCO2)ccc1OCC(=O)N1CCOCC1 (stereo unspecified),-33,-15,0.1,1,8,0,3,10,-4,12,-5
OC(c1ccccc1)c1ncc(-c2ccccc2Cl)[nH]1 (stereo unspecified),-99,-165,1.1,4,-222,7,.,-206,.,-9,-7
COc1ccc(N(CC(=O)NCc2ccc3c(c2)OCO3)C(=O)c2csnn2)cc1,-30,-7,0.2,0,-51,-14,-3,-77,4,-2,-4
CCSc1ccccc1C(=O)NCc1ccco1,-10,0,-2.1,5,5,-3,7,16,3,-4,-6
Cc1c(Cl)c(C(=O)N2CCCc3ccccc32)nn1C,6,-9,-0.9,0,-3,-6,11,-22,-2,-9,-4
Cc1cc(OC(C)C(=O)N2CCN(c3ccc(F)cc3)CC2)c2c(C)c(C)c(=O)oc2c1 (stereo unspecified),-10,44,-0.5,0,36,0,6,-3,-3,0,-2
CCn1c(=S)[nH]c2c(=O)n(C)c(=O)n(C)c21,-9,-39,2.0,17*,18,-1,10,8,.,0,-12
CCOc1ccccc1NC(=O)NCc1cccnc1,-14,7,1.3,-2,7,2,9,8,2,7,-4
Cc1ccc(CNC(=O)Nc2ccc(F)cc2)n1C,4,8,0.0,4,-19,0,6,-8,.,8,-4
O=C(CCl)Nc1cccc(S(=O)(=O)NC2=NCCCCC2)c1,-25,-14,0.3,3,51*,4,76*,35,.,-8,-12
N#CC(c1ccc(Cl)nn1)c1ccc(Cl)cc1Cl (stereo unspecified),0,11,-0.3,-2,-7,9,0,4,-3,13,.

# Rows are unselected, and some 3.9% of all compounds hit somewhere here.
